From PubChem
VEEV TC-83 Vero = inhibitors of VEEV TC-83 cytopathic effect, confirmation, Vero cells (AID 588727); Vero cells, VEEV TC-83 cytopathic effect inhibition; higher % means a stronger effect; actives 0.13% (n = 350,000); inhibition, % at 20 µM; hits with a dose series show IC50 in µM; in the data active = a potency from the dose series; inconclusive = inhibition mostly from about 14% at the one dose, without a potency; inactive = the rest, 99 in 100 with inhibition below about 12%; note: strong numbers were not always called active
influenza NS1A = H1N1 influenza NS1A inhibitors, functional cell based assay (AID 504329) | NS1A functional cell-based assay, percent inhibition; higher % means a stronger effect | actives 0.3% (n = 340,000) | one-dose inhibition, % at 12.5 µM; IC50 in µM for titrated hits; in the data active = a potency from the dose series; inconclusive = inhibition above about 27% without an active follow-up result; note: strong numbers were not always called active
H37Rv inhibition = M. tuberculosis growth inhibition, HTS (AID 449762); inhibition, % at 25 µM, or IC50 in µM where a hit was titrated; actives 0.59% (n = 330,000); M. tuberculosis H37Rv growth inhibition, 7H9 media; higher % means a stronger effect; in the data active = a potency from the dose series; inconclusive = inhibition above about 70% without an active follow-up result;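 note: bacterial growth assessed after seven days of incubation; strong numbers were not always called active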
M. tuberculosis = growth inhibition of non-replicating M. tuberculosis (AID 488890) | actives 0.39% (n = 320,000) | Mycobacterium tuberculosis non-replicating, growth inhibition; higher % means a stronger effect | one-dose inhibition, % at 25 µM; IC50 in µM for titrated hits; in the data active = a potency from the dose series; inconclusive = inhibition mostly from about 82% at the one dose, without a potency; inactive = the rest, 99 in 100 with inhibition below about 76%;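 note: plate controls were DMSO cells for no effect and high antibiotic wells for full effect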
PhoP GFP inhibition = Inhibition of PhoP regulon, Salmonella typhi GFP reporter cells, confirmation, 4 h (AID 1850). Salmonella Typhi PhoP-promoter GFP reporter, fluorescence, 4 h; higher % means a stronger effect. inhibition, % at 50 µM, or IC50 in µM where a hit was titrated. actives 0.33% (n = 310,000); in the data active = a potency from the dose series; inconclusive = inhibition mostly from about 25% at the one dose, without a potency; inactive = the rest, 99 in 100 with inhibition below about 19%;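 note: 0% = induced wells with vehicle and 100% = uninduced wells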
VEEV TC-83 Vero 10K pilot screen = recorded beside VEEV TC-83 Vero, whose call it bears; inhibition, %; measured here: 10K pilot screen inhibition
* = called active by the depositor; i = inactive; u = inconclusive; x = not tested or not shown.

The opening four records as a preview:
SMILES	VEEV TC-83 Vero	influenza NS1A	H37Rv inhibition	M. tuberculosis	PhoP GFP inhibition	others
COc1ccc(OC)c(-c2nc(C)sc2CC(=O)O)c1	1.4%	6%	6%	-4%	-1%
C=CCNC(=S)Nc1ccc(OC)c(S(=O)(=O)N2CCOCC2)c1	0.5%	-1%	-3%	-1%	-2%
CNc1nc(C)c([N+](=O)[O-])c(Nc2ccc(OC)cc2)n1	1.0%	0%	1%	12%	-4%
CC(=O)c1cccc(NC(=O)C(C)OC(=O)c2cccc(S(=O)(=O)N3CCN(C)CC3)c2)c1 (configuration not stated)	3.7%	-11%	-7%	-13%	x

This part in full, previewed entries included:
SMILES	VEEV TC-83 Vero	influenza NS1A	H37Rv inhibition	M. tuberculosis	PhoP GFP inhibition	others
COc1ccc(OC)c(-c2nc(C)sc2CC(=O)O)c1	1.4%	6%	6%	-4%	-1%
C=CCNC(=S)Nc1ccc(OC)c(S(=O)(=O)N2CCOCC2)c1	0.5%	-1%	-3%	-1%	-2%
CNc1nc(C)c([N+](=O)[O-])c(Nc2ccc(OC)cc2)n1	1.0%	0%	1%	12%	-4%
CC(=O)c1cccc(NC(=O)C(C)OC(=O)c2cccc(S(=O)(=O)N3CCN(C)CC3)c2)c1 (configuration not stated)	3.7%	-11%	-7%	-13%	x
CCC1Oc2ccc(C)cc2N(CC(=O)N(Cc2ccncc2)Cc2ccco2)C1=O (configuration not stated)	5.5%	11%	-6%	39%	-11%
C=CCn1c(Oc2ccccc2F)nc2c1c(=O)n(C)c(=O)n2C	5.7%	-3%	0%	22%	-5%
CCc1nc(SCC(=O)N2CCCC2)c2ccccc2n1	1.6%	-4%	6%	46%	-2%
CCNS(=O)(=O)c1ccc(NS(=O)(=O)c2cc(C)ccc2C)cc1	2.2%	-2%	3%	17%	2%
Cn1nc(C(F)(F)F)cc1C(=O)Nc1ccc(-c2ccno2)cc1	4.3%	8%	4%	16%	3%
COc1ccccc1NC(=S)Nc1ccccn1	2.6%	-3%	-6%	20%	1%
CC(C)Sc1nc(N)c2c3c(sc2n1)CN(C)CC3	0.6%	3%	1%	-3%	5%	VEEV TC-83 Vero 10K pilot screen=2.0
CC1CSC(N(C(=O)c2ccc(S(C)(=O)=O)cc2)c2ccc(Cl)cc2)=N1 (configuration not stated)	1.4%	1%	0%	35%	-1%
COc1ccc(CCNC(=O)c2cc(C3CC3)on2)cc1OC	1.8%	6%	-1%	9%	-9%
O=C(CCCN1C(=O)c2ccccc2C1=O)Nc1nncs1	0.7%	12%	1%	0%	-5%
O=Cc1ccc(OCC(=O)N2CCOCC2)cc1	i	5%	-14%	-9%	0%

Quoted at random: 2 entries already listed, in no set order.
SMILES	VEEV TC-83 Vero	influenza NS1A	H37Rv inhibition	M. tuberculosis	PhoP GFP inhibition	others
COc1ccccc1NC(=S)Nc1ccccn1	2.6%	-3%	-6%	20%	1%
CCNS(=O)(=O)c1ccc(NS(=O)(=O)c2cc(C)ccc2C)cc1	2.2%	-2%	3%	17%	2%

Further results.
SMILES	VEEV TC-83 Vero	influenza NS1A	H37Rv inhibition	M. tuberculosis	PhoP GFP inhibition	others
Cn1ncc([N+](=O)[O-])c1C(=O)Nc1ccc(-c2nc3ccccc3o2)cc1	1.9%	6%	1%	-6%	-1%
CSc1nc(SCCO)c2sc3nc(-c4ccco4)c4c(c3c2n1)CC(C)(C)OC4	8.6%	20%	x	x	x
COc1ccc(CN2C(=O)c3ccccc3C2=O)cc1C(=O)OCC(=O)NC1CCCCC1	0.4%	-4%	-11%	-15%	-8%
CC(=O)Nc1ccc(C2NC(=O)c3ccccc3O2)cc1 (configuration not stated)	2.8%	5%	2%	-12%	-5%
O=C(Nc1ccc2ccccc2c1)c1ccc(Cl)cc1	2.1%	-7%	4%	u	-2%
Cc1ccc(C(=O)n2c(-c3ccccc3)cnc2SCC(=O)Nc2ccccc2)cc1	2.0%	-7%	-3%	72%	-14%
COC(=O)C(Cc1c[nH]c2ccccc12)NC(=O)c1cncc(Br)c1 (configuration not stated)	1.0%	4%	-2%	3%	0%
Cc1ccccc1NC(=S)NC1CCN(Cc2ccccc2)CC1	0.2%	0%	-8%	5%	6%
O=C(Nc1ccccc1N1CCCCC1)c1ccc(-c2cc(Cl)ccc2Cl)o1	i	-3%	13%	-3%	-3%
c1ccc2c(c1)nc(N1CCCCCC1)c1ccccc12	1.7%	-4%	-1%	46%	7%
Cc1ccc(S(=O)(=O)N(C)C)cc1-n1c(SCC(=O)Nc2ccccc2)nc2ccccc2c1=O	13%	-2%	3%	48%	0%
O=C(Cn1cnc2ccc(Cl)cc2c1=O)c1cccs1	9.2%	10%	2%	5%	0%
CC(=O)c1ccc(NC(=O)Cc2cccs2)cc1	2.0%	1%	1%	x	-1%
Cc1ccc(NC(=O)c2nc[nH]c2C(=O)N2CCc3ccccc3C2)cc1	0.8%	3%	-2%	21%	x
Cn1cc(S(=O)(=O)Nc2ccc(OC(F)(F)F)cc2)c(=O)n(C)c1=O	i	7%	-3%	-3%	29%
CCc1ccccc1N(C(C)=O)c1nc(CCl)cs1	1.3%	-9%	-9%	10%	-7%
CC1CCCC(C(=O)O)N1C(=O)CCSC(=O)c1ccccc1 (configuration not stated)	3.2%	-1%	-3%	-5%	-5%	VEEV TC-83 Vero 10K pilot screen=0.5
c1cc(-c2cc3cc(N4CCOCC4)ccc3o2)cs1	i	1%	-8%	1%	-23%
CCCC(=O)NC1=C(C#N)C2(CCCCC2)Cc2ccccc21	0.7%	-1%	3%	7%	-6%
Cc1cc(C)cc(NS(=O)(=O)c2ccc3[nH]cc(C(=O)N4CCc5ccccc54)c(=O)c3c2)c1	11%	-2%	14%	22%	3%
CC(NC(=O)C12CC3CC(CC(C3)C1)C2)C(=O)N/N=C/C1=C(N2CCOCC2)C(=C\c2cccc([N+](=O)[O-])c2)/CC1 (configuration not stated)	1.9%	17%	-16%	42%	12%
Cc1ccc(N2C(=O)c3ccc(C(=O)O)cc3C2=O)cc1C	0.3%	-24%	50%	-3%	7%
Cc1ccccc1CNC(=O)c1ccccc1NS(C)(=O)=O	0.4%	-12%	-11%	0%	3%
C/C(=N\Nc1ccc([N+](=O)[O-])cc1)c1ccc(-n2nncc2C(C)(C)C)cc1	1.1%	-4%	3%	11%	-10%
Cc1ccc(-n2nc3c(c2NC(=O)C2CCCC2)CS(=O)(=O)C3)cc1	i	10%	3%	-2%	7%
CC(C)c1ccccc1NC(=O)c1cccc(NC(=O)c2ccccc2)c1	7.5%	3%	5%	24%	-4%
O=C1CC(c2ccc(F)cc2)c2cc3c(cc2N1)CCC3 (configuration not stated)	0.5%	-4%	13%	61%	-1%
COc1ccc(C(=O)CC(=O)C(=O)Nc2cccc([N+](=O)[O-])c2C)cc1	2.2%	-13%	8%	65%	11%
COc1c(C)cc(Br)cc1C(=O)NC(=S)Nc1ccc(Cl)c(C(=O)O)c1	2.5%	-14%	-6%	13%	2%
Nc1nonc1C(=O)OCC(=O)c1ccc(Cl)cc1	0.2%	23%	1%	0%	9%
CC(=O)Nc1ccc(Nc2nnc(-c3ccc(O)cc3)c3ccccc23)cc1	3.2%	-10%	7%	3%	-5%
CSc1ccc(S(=O)(=O)N2CCC(C(=O)NCc3ccncc3)CC2)cc1	i	8%	-6%	-4%	-6%
COc1cccc(C(=O)Nc2nc(C)cs2)c1	6.4%	4%	-6%	20%	-11%
COc1ccc(CNC(=O)CSc2nc3ccc(OC)cc3[nH]2)cc1	0.6%	-3%	-4%	29%	-1%
COc1ccc(N2C(=O)/C(=C/c3cccs3)NC2=S)cc1	1.4%	-3%	27%	56%	-14%
COc1ccccc1NC(=O)Nc1nc(CC(=O)NCc2c(F)cccc2F)cs1	10%	-6%	29%	4%	4%
CCOC(=O)c1c(-c2cccc(C)c2)csc1NC(=O)c1c(-c2ccccc2)noc1C	1.4µM*	2%	-7%	-1%	-4%
O=c1[nH]c2ccc(S(=O)(=O)Nc3ccc(-c4nnc5n4CCCCC5)cc3)cc2o1	2.5%	4%	-4%	-10%	-2%
O=C(Cc1ccccc1)NC1CCN(C(=O)NCc2ccccc2)CC1	0.3%	-4%	-1%	-15%	3%
CC1=NN(Cc2ccccc2)C(=O)/C1=C/c1ccc(N(C)C)cc1	1.6%	51µM*	-2%	4%	-3%
O=C(NC1CCCC1)C(c1ccccn1)N(Cc1ccc(F)cc1)C(=O)c1csnn1 (configuration not stated)	i	-12%	3%	-9%	5%
COc1ccc(CNc2ccc(S(=O)(=O)N3CCN(C)CC3)cn2)cc1OC	1.5%	-4%	-3%	1%	3%
O=C(Nc1ccc(-c2cnco2)cc1)c1ccc(F)cc1F	0.4%	-1%	-3%	-5%	2%
CCOc1ccc(C(=O)OCC(=O)NCc2ccco2)cc1OCC	1.0%	3%	6%	-6%	10%
CC(=O)c1cccc(S(=O)(=O)N2CCn3cccc3C2C)c1 (configuration not stated)	4.6%	-8%	4%	21%	x
O=C(COC(=O)C1CCC1)Nc1ccc(Oc2ccccc2)cc1	i	-8%	u	53%	8%
COc1ccccc1OCC(O)CO (configuration not stated)	1.0%	4%	-4%	-13%	-12%
CC1(C)CC(=O)C2=C(C1)Nc1cc3c(cc1C2c1ccc2c(c1)OCO2)OCO3 (configuration not stated)	4.4%	-4%	-5%	24%	0%
Cc1nn(-c2ccccc2)c(C)c1-c1nnc(C(F)(F)F)o1	1.2%	-6%	-7%	-13%	3%
Cc1nc(-c2ccc(NC(=O)C(C)(C)C)cc2)c(-c2ccccc2)o1	8.2%	-5%	13%	x	-2%
COc1cc(OC)cc(C(=O)NC(=S)Nc2ccc3[nH]c(=O)[nH]c3c2)c1	2.4%	9%	8%	2%	-3%
COc1cc(OC)cc(-n2nnnc2SCC(=O)Nc2nc3c(s2)CCCC3)c1	2.6%	-15%	0%	7%	-17%
CC1(C)CC(=O)C/C(=N\NC(=O)Cc2ccccc2)C1	i	25%	-3%	7%	-8%	VEEV TC-83 Vero 10K pilot screen=0.6
COCCN1CCN(C(=O)C2CCC(=O)N(CCc3cccc(F)c3)C2)CC1 (configuration not stated)	5.7%	6%	-2%	-8%	-4%
Cc1ccc(NC(=O)c2ccc(-c3nn(C)c(=O)c4ccccc34)cc2)cc1	9.1%	-2%	7%	5%	3%
Cc1nnc(SCC(=O)NC2CC2)n1CCc1ccccc1	2.4%	-1%	-2%	-3%	-7%
CCCNC(=O)c1ccc2c(c1)ncn2-c1ccccc1OC	1.4%	-7%	7%	-5%	5%
C/C(=N\NC(=O)CSCc1ccccc1Cl)c1cc(O)ccc1O	10%	5%	1%	26%	1%
COc1ccc(C(CNC(=O)Cc2ccc(Cl)c(Cl)c2)N(C)C)cc1 (configuration not stated)	0.1%	-15%	9%	23%	-5%
Cc1ccc(S(=O)(=O)N(CC(=O)NCc2ccco2)C2CCCCC2)cc1	i	5%	-2%	10%	-11%

The results go on.
SMILES	VEEV TC-83 Vero	influenza NS1A	H37Rv inhibition	M. tuberculosis	PhoP GFP inhibition	others
COc1ccc(OC)c(NC(=O)CCNS(=O)(=O)c2ccc3[nH]c(=O)oc3c2)c1	4.2%	7%	8%	6%	1%
CC(NC(=O)COC(=O)Cc1ccsc1)c1ccccc1 (configuration not stated)	0.8%	-15%	-10%	11%	-5%
O=C(C[n+]1cc(-c2ccc(Cl)cc2)n2c1CCC2)N1c2ccccc2Sc2ccccc21	2.3%	1%	u	75%	82µM*
O=c1oc(-c2ccco2)nc2c1cnn2-c1ccccc1	7.8%	-2%	u	u	5%
COc1ccc(NC(=O)c2cc(-c3ccncc3)nc3ccc(Br)cc23)cc1OC	8.1%	-5%	6%	15%	-11%
NC(=O)c1ccnc2c(O)cccc12	0.2%	u	-4%	-20%	x
CC(C)(C)c1ccc(CN2N=Nc3ccccc3S2(=O)=O)cc1	i	19%	u	u	-11%
COc1ccc(S(=O)(=O)N2Cc3cnnn3-c3ccccc3C2C#N)cc1 (configuration not stated)	i	10%	x	x	x
CC(O)c1nc2ccc(Cc3ccc4nc(C(C)O)[nH]c4c3)cc2[nH]1 (configuration not stated)	0.1%	-19%	-10%	11%	-1%
COc1cc(NC(=O)COc2c(C)cc(C)cc2[N+](=O)[O-])c(OC)cc1Cl	2.6%	-3%	-1%	5%	-2%
CCOc1cc(/C=N/NC(=O)CN(CCc2ccccc2)S(=O)(=O)c2ccc(NC(C)=O)cc2)ccc1O	10%	0%	-14%	24%	3%
CCOC(=O)C1CCCN(S(=O)(=O)c2ccc(F)c(C(=O)Nc3ccc(F)c(F)c3)c2)C1 (configuration not stated)	8.7%	-9%	4%	2%	-1%
C/C(=N\NC(=O)c1ccc(F)cc1)c1cccc(NC(=O)c2cccc(F)c2)c1	2.0%	-3%	4%	-9%	-12%
